Screening results: PubChem, National Center for Advancing Translational Sciences (NCATS)
AT treatment: candidate therapy for ataxia-telangiectasia; Potency, µM (titrated, usually from 57.5 µM), without a hit: at the highest dose activation, most hits filed as activators; […] A-T fibroblasts, KAP-1 phosphorylation AlphaLISA; neocarzinostatin DNA damage 30 min before lysis; actives 0.19% (n = 320,000); further: potency means the concentration at half of the fitted maximal effect; % of control where 0% means no effect; nearly all actives have a fitted effect of over 45% in size
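hTERT-immortalized A-T patient fibroblasts ([…]), 500 cells/well in OPTI-MEM, 1% FBS, got compounds for 60 min, then NCS for 30 min at 37C. Lysates were then assayed for phospho-KAP-1 by AlphaLISA (anti-pKAP1 donor, anti-KAP1 acceptor beads), 6 hr at 25C.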
CXXC DNA block: MLL CXXC-DNA interaction inhibition | MLL-CXXC / FITC-HOXA9 DNA fluorescence polarization | Potency, µM (titrated, usually from 115 µM), for the others: at the highest dose activity change, negative = inhibition, actives largely listed as inhibitors | actives 0.037% (n = 290,000) | AID 2662; active means well fitted inhibition curve with a large enough effect in the polarisation, with a control signal flat, not every such curve was filed as active; inconclusive means small, poorly fitted or top-dose-only effect, or effect the other way, or a change in a side signal; inactive means no such curve, though single readings can be large or run the other way; the % refers to the polarisation; further: potency means the concentration at half of the fitted maximal effect
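Fluorescence polarization: 7 uM MLL-CXXC (stock) preincubated 5 min with compounds, then 50 nM fluorescein-HOX-A9 DNA (stock) added; 30 min ambient. Buffer 50 mM Tris-HCl pH 7.5, 50 mM NaCl, 1 mM DTT, 0.05% BSA.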
Integrin act MD: activates integrin-mediated alleviation for muscular dystrophy; alpha7betagal myoblasts, beta-gal FDG fluorescence, 48 h; Potency, µM (doses to about 38.3 µM), for inactives: at the highest dose activation, hits mostly activators; actives 0.064% (n = 350,000); AID 624291;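 further: potency means the concentration at half of the fitted maximal effect; 100% = response of the positive control SU9516; nearly all actives have a fitted effect of over 60% in size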
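alpha7betagal+/- myoblasts (passage 13, 250/well) treated 48 h at 37C with compounds at 1:260 dilution of DMSO stock. Lysed, then beta-galactosidase activity read as FDG fluorescence (ex 480/em 540) after 30 min, with pre-read for autofluorescence.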
PTAP TSG101 blk: blocks PTAP/TSG101 interaction to inhibit HIV-1 budding. Potency, µM (highest dose often 115 µM), for inactives: top-dose activity change, negative = inhibition, most hits filed as inhibitors. Fluorescence polarization, FITC-PTAP peptide / Tsg101 binding. 340,000 tested, under 10 active. Q99816. AID 493005; active means well fitted inhibition curve with a large enough effect in the main read-out, with a control signal flat, not every such curve was filed as active; inconclusive means small, poorly fitted or top-dose-only effect, or effect the other way, or a change in a side signal; inactive means no such curve, though single readings can be large or run the other way; further: potency means the concentration at half of the fitted maximal effect; % of control where 0% means no effect
Target sequence (Q99816 whole entry, looked up): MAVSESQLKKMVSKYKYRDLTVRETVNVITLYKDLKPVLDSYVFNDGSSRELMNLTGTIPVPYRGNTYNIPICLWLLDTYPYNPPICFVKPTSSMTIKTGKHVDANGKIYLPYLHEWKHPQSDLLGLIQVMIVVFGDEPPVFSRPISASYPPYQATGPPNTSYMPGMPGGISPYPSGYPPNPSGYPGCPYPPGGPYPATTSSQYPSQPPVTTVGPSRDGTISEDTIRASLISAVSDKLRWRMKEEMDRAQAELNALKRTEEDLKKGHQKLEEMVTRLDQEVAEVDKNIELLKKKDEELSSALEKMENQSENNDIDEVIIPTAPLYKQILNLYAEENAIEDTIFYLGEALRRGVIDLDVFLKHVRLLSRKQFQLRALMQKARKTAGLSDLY
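FP read-out: FITC-PTAP peptide, 50 nM final, binding Tsg101 binding domain, 10 uM final; 20 min, r.t.; 10 mM HEPES pH 7.5, 0.15 M NaCl, 0.01% Tween 20, 3 mM EDTA, 0.1 mM TCEP.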
TSHR antag: human thyrotropin receptor antagonism; P16473; TSHR-expressing cells, TSH-stimulated cAMP HTRF, 2 h; hits give low values; activity change, negative = inhibition, % at 11.5 µM; actives 0.2% (n = 330,000);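 active means activity change below a set negative limit, meaning inhibition stronger than a set level, cut at about -70% in these data; inconclusive means activity change between two set negative limits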; further: on the % scale 0 is the no-effect control and ±100 the full control effect
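Antagonism was scored as loss of TSH-driven cAMP in TSHR cells, stimulated with 4nM TSH (EC80) for 2 hours at 37 deg C and detected by homogeneous HTRF competition immunoassay.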
TCR activator: activators of T cell receptors; primary human leukocytes, anti-CD3, IL-2 HTRF, 48 h; Potency, µM (series often up to 9.22 µM), for inactives: at the top dose activation of IL-2 secretion, most hits filed as activators; 330,000 tested, under 10 active; AID 504894; further: % of control where 0% means no effect
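Compounds are tested in HTS on primary human leukocytes co-incubated with a-CD3 beads for 48 hr. IL-2 output is measured by time-resolved FRET.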
Mito fusion yeast: inhibitors of mitochondrial division or activators of mitochondrial fusion | Potency, µM (titrated, usually from 46.1 µM), for the others: at the top dose growth rescue (activation), most hits filed as activators | actives 0.23% (n = 320,000) | AID 485298 | S. cerevisiae fusion-defective mutant growth rescue, CellTiterGlo 48 h;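 further: potency means the concentration at half of the fitted maximal effect; % of control where 0% means no effect; nearly all actives have a fitted effect of over 45% in size; temperature-sensitive fusion mutants such as fzo1-1 at 37 °C on non-fermentable ethanol glycerol medium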
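S. cerevisiae fusion-defective temperature-sensitive mutants (e.g. fzo1-1, mgm1-5) grown 48 h at 37C in YPEG (ethanol/glycerol non-fermentable) medium with 23 nl compound per well; growth rescue read as CellTiterGlo luminescence.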
S-ASM inh: blocks human secretory acid sphingomyelinase; placental ASM, HMU-PC fluorogenic substrate, 60 min; Potency, µM (highest dose often 57.5 µM), for inactives: at the top dose activity change, negative = inhibition, most hits filed as inhibitors; actives 0.006% (n = 340,000); further: potency means the concentration at half of the fitted maximal effect
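HMU-PC0 cleavage (9 uM final) by human placental ASM, 60 min at 37 °C following 10 min compound exposure at RT; stopped at pH 10, fluorescence Ex 386/Em 447 nm.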
MBNL1-CUG inh: blocks human MBNL1 binding to CUG repeat RNA | actives 0.036% (n = 280,000) | Potency, µM (top dose mostly 57.5 µM), for inactives: at the highest dose activity change, negative = inhibition, most hits filed as inhibitors | TR-FRET MBNL1-His/biotin-(CUG)12 binding, 665/545 ratio | Q9NR56; active means well fitted inhibition curve with a large enough effect in the signal ratio, with a control signal flat, not every such curve was filed as active; inconclusive means small, poorly fitted or top-dose-only effect, or effect the other way, or a change in a side signal; inactive means no such curve, though single readings can be large or run the other way; the % refers to the signal ratio; further: potency means the concentration at half of the fitted maximal effect; on the % scale 0 is the no-effect control and ±100 the full control effect
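Compounds (final 92 nM to 58 uM) are added to His-tagged MBNL1 and biotin-(CUG)12, then terbium anti-His antibody and streptavidin-XL665 (5 nM final). After 60 min at room temperature, the 665/545 nm ratio is read.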
Menin-MLL TR inh: inhibitors of human menin-MLL interaction, mutant MLL peptide; Menin + Texas Red MLL mutant peptide, fluorescence polarization; AID 1768; Potency, µM (doses to about 61.6 µM), for the others: at the highest dose FP activity change, negative = inhibition, hits mostly inhibitors; actives 0.23% (n = 270,000); active means well fitted inhibition curve with a large enough effect in the polarisation, with a control signal flat, not every such curve was filed as active; inconclusive means small, poorly fitted or top-dose-only effect, or effect the other way, or a change in a side signal; inactive means no such curve, though single readings can be large or run the other way; the % refers to the polarisation; further: potency means the concentration at half of the fitted maximal effect; % of control where 0% means no effect; many of its hits are not listed in these tables
Target sequence (O00255 whole entry, looked up): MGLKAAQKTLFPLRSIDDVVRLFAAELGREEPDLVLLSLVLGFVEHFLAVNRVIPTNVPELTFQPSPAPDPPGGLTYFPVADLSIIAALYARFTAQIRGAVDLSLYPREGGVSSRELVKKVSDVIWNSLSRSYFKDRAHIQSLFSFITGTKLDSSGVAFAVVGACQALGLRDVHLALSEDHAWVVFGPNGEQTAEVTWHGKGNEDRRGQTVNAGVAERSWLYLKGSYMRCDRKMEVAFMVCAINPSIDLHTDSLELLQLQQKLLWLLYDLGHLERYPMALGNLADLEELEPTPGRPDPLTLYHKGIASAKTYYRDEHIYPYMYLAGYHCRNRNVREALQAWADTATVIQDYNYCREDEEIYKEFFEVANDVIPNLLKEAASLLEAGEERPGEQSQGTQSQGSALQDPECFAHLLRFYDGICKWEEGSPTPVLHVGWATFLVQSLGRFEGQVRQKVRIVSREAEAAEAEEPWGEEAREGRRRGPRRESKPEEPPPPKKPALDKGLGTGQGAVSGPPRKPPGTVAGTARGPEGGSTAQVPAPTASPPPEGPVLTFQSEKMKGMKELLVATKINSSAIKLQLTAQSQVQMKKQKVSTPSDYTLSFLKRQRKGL
Active calls of the source: *; [ ] = dose if it differs, or a comment. Unless noted, the call rests on the fitted dose curve; in most records, active means well fitted curve in the direction sought with a large enough effect; inconclusive means small, poorly fitted or top-dose-only effect, or another doubt; inactive means no such curve, though single readings can be large; an effect the other way counts as inactive or inconclusive. This is a subset. The share of hits here may be higher or lower than overall.

For COCCN(C(=O)COC(=O)c1oc2ccc(OC)cc2c1C)c1c(N)n(Cc2ccccc2)c(=O)[nH]c1=O the results were CXXC DNA block -9.5%, Integrin act MD inconclusive, PTAP TSG101 blk 2.0%, TSHR antag 3.2, S-ASM inh -0.5% and MBNL1-CUG inh 9.5%.
`O=C(CSc1nnnn1C1CC1)N1CCN(c2ccccc2F)CC1` gave AT treatment -2.2%, Integrin act MD 25.8%, PTAP TSG101 blk 0.1%, TSHR antag 23.8, TCR activator -0.3%, Mito fusion yeast -1.8% and S-ASM inh 0.7%.
`COc1ccc(OCC(=O)N2CCN(C(=O)c3cccs3)CC2)cc1` gave AT treatment -2.2%, CXXC DNA block 4.2%, Integrin act MD 10.1%, PTAP TSG101 blk -8.6%, TSHR antag 13.0, TCR activator -2.4%[46.1 µM], Mito fusion yeast 3.6%, S-ASM inh 8.7%, MBNL1-CUG inh 8.7% and Menin-MLL TR inh 3.4%.
Screening O=S(=O)(NCc1c(Cl)cccc1Oc1ccccc1)c1ccc(F)cc1 returned AT treatment -10.0%, CXXC DNA block 0.6%, Integrin act MD inconclusive, PTAP TSG101 blk -1.3%, TSHR antag 5.0, TCR activator 2.7%, Mito fusion yeast 26.1%, S-ASM inh -13.0% and MBNL1-CUG inh -8.2%.
Screening CCOC(=O)C1(Cc2cccc(OC)c2)CCN(CC=C(C)C)CC1 returned AT treatment -3.4%, CXXC DNA block 6.6%, Integrin act MD -50.7%[inhibitor], PTAP TSG101 blk -1.4%, TSHR antag -1.6, TCR activator 0.1%, Mito fusion yeast -3.8%, S-ASM inh 1.0%, MBNL1-CUG inh 8.5% and Menin-MLL TR inh -19.7%.
Screening COc1ccc(/C=N/NC(=O)c2cccc(NC(=O)c3ccc(F)cc3)c2)c(C(=O)O)c1OC returned AT treatment 2.3%, CXXC DNA block 17.6%, Integrin act MD 15.2%, PTAP TSG101 blk -3.6%, TSHR antag 2.6, TCR activator 4.6%, Mito fusion yeast inconclusive, S-ASM inh -2.0%, MBNL1-CUG inh -8.0% and Menin-MLL TR inh inconclusive.
Screening COc1ccc(CCNC(=O)C2CC(=O)N(c3ccc(C(C)(C)C)cc3)C2)cc1OC (configuration not stated) returned AT treatment 5.0%, CXXC DNA block -9.3%, Integrin act MD -15.0%, PTAP TSG101 blk -3.3%, TSHR antag 1.0, TCR activator 0.3%, Mito fusion yeast -3.9%, S-ASM inh -4.2%, MBNL1-CUG inh -2.8% and Menin-MLL TR inh 1.0%.
Screening CCc1nnc(NC(=O)c2ccc(-c3cccc(C(F)(F)F)c3)o2)s1 returned AT treatment -4.9%, CXXC DNA block 10.2%, Integrin act MD 20.7%, PTAP TSG101 blk -3.8%, TSHR antag 0.5, Mito fusion yeast 4.3%, S-ASM inh -1.2%, MBNL1-CUG inh -3.6% and Menin-MLL TR inh inconclusive.
Screening COc1ccccc1CC(O)CC1c2c(cc3c(c2OC)OCO3)CCN1C (configuration not stated) returned Integrin act MD 0.0%, PTAP TSG101 blk -3.6%, TCR activator -1.5% and S-ASM inh -1.0%.
Screening CCOc1ccccc1C(=O)NN1CCOCC1 returned AT treatment -2.0%, CXXC DNA block -1.9%, Integrin act MD -7.6%, PTAP TSG101 blk -3.1%, TSHR antag 10.6, TCR activator 16.6%, Mito fusion yeast -1.5%, S-ASM inh 6.8%, MBNL1-CUG inh -4.4% and Menin-MLL TR inh 22.1%.
Screening O=C(NCc1ccco1)C(c1ccccc1)N(C(=O)Cc1cccs1)c1cccnc1 (configuration not stated) returned AT treatment -0.3%, CXXC DNA block -8.1%, Integrin act MD 8.8%, PTAP TSG101 blk -1.8%, TSHR antag 17.1, TCR activator -5.0%, Mito fusion yeast -5.5%, S-ASM inh -0.1%, MBNL1-CUG inh -3.6% and Menin-MLL TR inh -5.8%.
CC(C)CC1=NN(C(=O)c2ccco2)C(O)(C(F)(F)F)C1 (configuration not stated) was read as AT treatment 4.3%, CXXC DNA block 3.9%, Integrin act MD 2.6%, PTAP TSG101 blk -0.7%, TSHR antag 3.4, TCR activator -2.9%, Mito fusion yeast 5.7%, S-ASM inh 3.4%, MBNL1-CUG inh -12.3% and Menin-MLL TR inh -20.3%.
`Cc1ccc(NC(=O)c2nccnc2C(=O)O)cc1C` gave AT treatment 1.9%, CXXC DNA block -2.4%, Integrin act MD -35.0%, PTAP TSG101 blk 0.2%, TSHR antag -1.5, TCR activator 8.2%, Mito fusion yeast -1.5%, S-ASM inh -0.7%, MBNL1-CUG inh -0.2% and Menin-MLL TR inh -2.0%.
Screening CC(=O)Nc1ccc(S(=O)(=O)NNC(=O)CCc2ccccc2)cc1 returned AT treatment 11.9%, CXXC DNA block 9.8%, Integrin act MD 12.1%, PTAP TSG101 blk -0.6%, TSHR antag 7.5, TCR activator 2.9%, Mito fusion yeast -13.4%, S-ASM inh -2.1%, MBNL1-CUG inh -7.0% and Menin-MLL TR inh -27.4%.
Screening CCC(=O)Nc1c(C#N)c2nc3ccccc3nc2n1-c1ccccc1C returned AT treatment 4.0%, CXXC DNA block 1.8%, Integrin act MD 5.6%, PTAP TSG101 blk -0.9%, TSHR antag -8.3, TCR activator -2.1%[46.1 µM], Mito fusion yeast -2.6%, S-ASM inh inactive, MBNL1-CUG inh 8.4% and Menin-MLL TR inh -13.4%.
CCCCn1c2c(cc(C(=O)OC)c1=O)C(=O)CCC2 was read as Integrin act MD 0.0%, PTAP TSG101 blk -4.5%, TCR activator 0.3% and S-ASM inh 0.1%.
For O=C(c1ccccc1)C1CN(Cc2ccccc2)CCC1(O)c1ccccc1 (configuration not stated) the results were AT treatment -0.9%, CXXC DNA block 38.3%[activator], Integrin act MD -35.1%, PTAP TSG101 blk -0.9%, TSHR antag -2.2, Mito fusion yeast 6.1%, S-ASM inh -1.4%, MBNL1-CUG inh -4.1% and Menin-MLL TR inh inconclusive.
Screening CN1C(=O)/C(=N/OC(=O)c2ccccc2)c2ccccc21 returned AT treatment inconclusive, CXXC DNA block 149.7%[activator], Integrin act MD 10.5%, PTAP TSG101 blk -5.1%, TSHR antag 4.9, TCR activator -5.3%, Mito fusion yeast 1.1%, S-ASM inh 0.1% and MBNL1-CUG inh 12.0%.
Screening CSc1ncc2[nH]c(C(O)c3ccccc3)nc2n1 (configuration not stated) returned Integrin act MD -8.5%, PTAP TSG101 blk -2.8%, TCR activator -6.5% and S-ASM inh 2.7%.
Screening CSCCC(NC(=O)c1ccco1)C(=O)N(C)CC(=O)Nc1ccccc1Br (configuration not stated) returned AT treatment -6.3%, Integrin act MD -16.4%, PTAP TSG101 blk -0.8%, TSHR antag -3.3, TCR activator -3.0%, Mito fusion yeast -0.2% and S-ASM inh -0.5%.
Screening O=C(NCc1ccco1)C(=O)NCc1ccccc1Cl returned AT treatment 4.6%, CXXC DNA block -1.5%, Integrin act MD -13.8%, PTAP TSG101 blk -4.5%, TSHR antag 4.0, TCR activator -5.5%[46.1 µM], Mito fusion yeast 7.8%, S-ASM inh 2.4%, MBNL1-CUG inh -9.5% and Menin-MLL TR inh 0.4%.
For CC(Sc1nc2ncc(Cl)cc2[nH]1)C(=O)c1c(N)n(C)c(=O)n(C)c1=O (configuration not stated) the results were AT treatment -6.1%, Integrin act MD -6.1%, PTAP TSG101 blk -5.6%, TSHR antag -13.0, TCR activator 1.2%, Mito fusion yeast -3.6% and S-ASM inh 1.4%.
`CCCCC(=O)Nc1ccc(NC(=O)c2cccnc2)cn1` gave AT treatment -3.6%, CXXC DNA block 9.8%, Integrin act MD 2.4%, PTAP TSG101 blk -0.4%, TSHR antag -7.0, TCR activator -1.5%, Mito fusion yeast -1.4%, S-ASM inh 2.6%, MBNL1-CUG inh -4.4% and Menin-MLL TR inh 5.7%.
For COc1cccc(C(=O)NC(=O)Nc2cc(C)[nH]n2)c1 the results were AT treatment -9.1%, CXXC DNA block -6.0%, Integrin act MD 2.9%, PTAP TSG101 blk 0.6%, TSHR antag -1.6, TCR activator -3.7%, Mito fusion yeast -2.3%, S-ASM inh -1.0% and MBNL1-CUG inh 0.0%.
COc1ccc(CNc2ccc3c(c2)ncn3C)cc1OC was read as AT treatment -13.5%, CXXC DNA block -0.9%, Integrin act MD -27.8%, PTAP TSG101 blk 3.3%, TSHR antag 4.8, TCR activator 2.8%, Mito fusion yeast -2.2%, S-ASM inh -1.0%, MBNL1-CUG inh 5.6% and Menin-MLL TR inh inconclusive.
